Rtt109 Vps75 – inhibitors of C. albicans Rtt109/Vps75 HAT, primary screen, biochemical, ThioGlo CoA-SH fluorescence, plate reader; Histone acetyltransferase RTT109 (Candida albicans (strain SC5314 / ATCC MYA-2876)), …; purified Rtt109/Vps75, 4 h; inhibition, % at 34.9 µM; 330,000 tested, 0.16% active; AID 540336, 2011;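 active means inhibition of at least 50% in every replicate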
Target sequence (Q5AAJ8 whole entry, looked up): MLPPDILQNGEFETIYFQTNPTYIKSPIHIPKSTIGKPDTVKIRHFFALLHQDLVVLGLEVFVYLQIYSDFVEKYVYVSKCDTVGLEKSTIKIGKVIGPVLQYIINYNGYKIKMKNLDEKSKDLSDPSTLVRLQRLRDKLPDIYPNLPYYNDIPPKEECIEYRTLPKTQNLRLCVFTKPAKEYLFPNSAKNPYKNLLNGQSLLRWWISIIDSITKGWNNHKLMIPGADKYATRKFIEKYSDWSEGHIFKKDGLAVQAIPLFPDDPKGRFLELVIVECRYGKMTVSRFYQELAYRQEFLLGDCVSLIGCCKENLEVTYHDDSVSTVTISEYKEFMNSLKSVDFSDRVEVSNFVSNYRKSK
dFosB activator – activators of delta FosB homodimer, primary screen, biochemical, fluorescence polarization, TAMRA-CDK5 oligo, single point; AID 493131, 2011; purified delta FosB; percent of positive-control signal above neutral wells; Protein FosB (Mus musculus), P13346; activation, % at 25 µM; 340,000 tested, 0.99% active;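 active means mean activation above about 17%, with every replicate also reaching it, limit read from the data, passing the limit was not always enough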;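 further: fluorescence polarization rise as delta FosB binds a TAMRA Cdk5 AP-1 oligo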
Target sequence (P13346 whole entry, looked up): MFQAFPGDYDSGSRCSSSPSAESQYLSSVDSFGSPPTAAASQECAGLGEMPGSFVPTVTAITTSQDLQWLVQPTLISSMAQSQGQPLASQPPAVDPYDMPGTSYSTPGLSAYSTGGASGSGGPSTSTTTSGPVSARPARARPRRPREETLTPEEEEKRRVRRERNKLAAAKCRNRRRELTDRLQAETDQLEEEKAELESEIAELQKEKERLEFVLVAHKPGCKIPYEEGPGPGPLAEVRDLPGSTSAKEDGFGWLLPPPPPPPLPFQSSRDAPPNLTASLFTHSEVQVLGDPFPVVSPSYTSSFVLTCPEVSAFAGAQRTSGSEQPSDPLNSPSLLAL
NSD2 HMT inh – NSD2 histone methyltransferase inhibitors, primary screen, biochemical, AlphaScreen, single concentration, set 2; Histone-lysine N-methyltransferase NSD2 (Homo sapiens), O96028; NSD2 peptide methylation, 120 min; inhibition, % at 12.5 µM; 310,000 tested, 0.54% active; in the data active means inhibition above about 50%
SR-BI DiI inh – inhibitors of SR-BI mediated HDL lipid uptake, primary screen, ldlA[mSR-BI] cells, fluorescence, single point; ldlA[mSR-BI] CHO cells, DiI-HDL uptake fluorescence, 3 h; inhibition, % at 12.5 µM; 320,000 tested, 0.96% active; AID 488896, 2010;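 active means mean replicate inhibition of at least 70% and a set share of replicates each scoring 70 or more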;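 further: 0% = median of neutral control wells and 100% = median of positive control wells; values of inactives mirror those of a sister screen read the other way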
SR-BI uptake up – activators of SR-BI mediated DiI-HDL uptake, primary screen, ldlA[mSR-BI] CHO cells, DiI fluorescence; activation, % at 12.5 µM; AID 504775, 2011; 3 h; 100 = double the neutral-control signal; 320,000 tested, 0.096% active;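 active means mean replicate activation of at least 60% and every replicate at or above 60%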;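 further: 0% = median plate neutral-control signal and 100% = twice that signal; values of inactives mirror those of a sister screen read the other way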
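Material: SR-BI-overexpressing, LDLR-lacking CHO cells; schedule: compound exposure 3 h, 37 °C; reagent: DiI-labelled HDL at 10 µg/mL final; technique: bottom-read fluorescence, 550/595 nm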
PvdQ acylase – P. aeruginosa PvdQ acylase inhibitors, primary screen, biochemical, fluorescence, plate reader and imaging, single point. purified PvdQ acylase. inhibition, % at 10 µM. 340,000 tested, 0.063% active; in the data active means inhibition above about 30%, passing the limit was not always enough;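 further: 0% = vehicle neutral wells and 100% = reference inhibitor wells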
CAL PDZ FP-1 – CAL PDZ peptide-binding inhibitors, primary screen, biochemical, fluorescence polarization, Cer-tagged CAL PDZ, HTS. Golgi-associated PDZ and coiled-coil motif-containing protein (Homo sapiens), Q9HD26. purified CAL PDZ, TMR-peptide fluorescence polarization, 1 h. inhibition, % at 20 µM. 330,000 tested, 0.02% active. AID 504414, 2011;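 active means highest replicate inhibition of at least 40%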;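 further: plate controls were DMSO neutral control wells for no effect and unlabeled competitor peptide control wells for full effect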
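Read-out basis: mP drop reported as inhibition | Assay system: Tagged CAL PDZ protein CerCALP, purified | Benchmarks: Unlabelled peptide for full inhibition, DMSO wells as neutral | Schedule: 1 h incubation at room temperature before polarization reading | Buffer or medium: Sodium phosphate/NaCl buffer pH 7.4 with TCEP, IgG, Thesit | Doses: Single point, 20 µM | Measured by: Fluorescence polarization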
PfHsp90 yeast 2 – growth inhibition of PfHsp90-expressing yeast, primary screen, antimalarial PfHsp90 inhibitor project, S. cerevisiae, BacTiter-Glo luminescence, single point, set 2. BacTiter-Glo ATP, 48 h; yeast lacking PDR1 and PDR3 efflux regulators. inhibition, % at 9.4 µM. 310,000 tested, 0.32% active. AID 504621, 2011;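 active means every replicate shows inhibition above about 80%, whatever the replicate mean, limit read from the data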;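 further: 0% = DMSO neutral controls and 100% = 20 µM radicicol positive controls; yeast relying on Plasmodium falciparum Hsp90 in place of its own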
MITF act – activators of MITF-driven TRPM1 promoter reporter, primary screen, cell-based, SK-MEL-5, luciferase, single point | SK-MEL-5 TRPM1-promoter luciferase, 24 h; % of positive control, neutral wells = 0 | AID 588334, 2011 | 300,000 tested, 0.75% active | activation, % at 12.5 µM;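 active means mean activation of at least 80% with every replicate also reaching 80%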;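 further: 0% = neutral control wells and 100% = parthenolide positive control wells; values of inactives mirror those of a sister screen read the other way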
CAL PDZ FP-2 – untagged CAL PDZ binding inhibitors, primary screen, biochemical, fluorescence polarization, HTS; Golgi-associated PDZ and coiled-coil motif-containing protein (Homo sapiens), Q9HD26; purified CAL PDZ, TMR-peptide fluorescence polarization, 1 h; inhibition, % at 24.9 µM; 300,000 tested, 0.92% active; AID 602252, 2012;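 active means mean inhibition of at least 30% with at least half of replicates also reaching 30%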;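 further: 0% = DMSO neutral control and 100% = excess unlabeled competitor peptide PRC23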
Starred values were filed as active, the others as inactive; x = no result given.

SMILES	Rtt109 Vps75	dFosB activator	NSD2 HMT inh	SR-BI DiI inh	SR-BI uptake up	PvdQ acylase	CAL PDZ FP-1	PfHsp90 yeast 2	MITF act	CAL PDZ FP-2
C=C(C)C(=O)Nc1cccc(C2=NOC3(C2)C[C@@H](C(N)=O)N(C(=O)c2ccc(OC)cc2)C3)c1 (stereo partly specified)	0	-4	x	0	0	8	0.4	9	7	0
Cc1cc(C)c(OCC(=O)OCC(=O)N2CCN(C(=O)c3ccco3)CC2)c(C)c1	1	-3	0	-21	21	-3	-2.1	-17	0	-6
C=CCOc1ccccc1CN1CCCCCC1	-4	-6	0	-13	13	-10	-0.2	-13	6	-7
COc1cc2c(cc1OC)C(NNC(=O)c1ccc(Br)o1)=NC(C)(C)C2	-9	-1	3	-1	1	3	-2.9	31	5	-4
CCCCOc1ccc(-c2nnn(CC(=O)NCc3ccco3)n2)cc1	-2	-5	x	17	-17	-3	-3.1	6	22	2
O=S(=O)(c1ccc(F)cc1)N1CCN(c2nc(-c3cccnc3)nc3ccccc23)CC1	-12	5	-1	-14	14	-15	-2.4	-9	0	-4
Cc1cc(Br)ccc1OCCOCCN1CCCC1	2	6	5	6	-6	8	0.3	-8	x	1
CCOC(=O)c1c(SCCN2CCCCC2)n(-c2ccccc2)c(=S)n(-c2ccccc2)c1=O	5	1	36	-16	16	-14	-0.5	14	-99	0
COc1ccc(N2CCN(C(=O)CCn3nnc4ccccc43)CC2)cc1	11	-5	3	0	0	-6	1.6	7	1	-5
COC(=O)C1=C(C)N(Cc2ccccc2)C(=NCc2ccc(OC)cc2)N[C@H]1c1cccc(F)c1	19	-15	x	-23	23	4	0.0	-25	-57	-4
CCc1cc(=O)oc2cc(C)cc(OCC(=O)NCc3cccnc3)c12	-9	-12	13	10	-10	-8	-2.1	0	-13	1
O=C(N/N=C/c1ccc(O)cc1)c1nc(-c2ccccc2)n(-c2ccccc2)n1	3	-9	-1	10	-10	-13	-1.5	13	-11	-3
CCCNC(=O)c1ccc(Cn2cc(C(F)(F)F)ccc2=O)cc1	-2	9	-5	16	-16	-10	-0.8	-5	-1	1
O=C(CN1CCC(n2nnc3ccccc32)CC1)Nc1ccc2c(c1)CCC2	-5	-2	x	23	-23	-10	x	x	x	-6
COc1ccc(S(=O)(=O)N2CCN(C(=O)c3oc4ccccc4c3C)CC2)cc1	11	-4	-1	25	x	-4	-1.5	16	-16	x

Shown with values under each structure: part of the list above
Results follow in this order: Rtt109 Vps75, dFosB activator, NSD2 HMT inh, SR-BI DiI inh, SR-BI uptake up, PvdQ acylase, CAL PDZ FP-1, PfHsp90 yeast 2, MITF act, CAL PDZ FP-2
C=CCOc1ccccc1CN1CCCCCC1
    -4, -6, 0, -13, 13, -10, -0.2, -13, 6, -7
COc1cc2c(cc1OC)C(NNC(=O)c1ccc(Br)o1)=NC(C)(C)C2
    -9, -1, 3, -1, 1, 3, -2.9, 31, 5, -4
CCCCOc1ccc(-c2nnn(CC(=O)NCc3ccco3)n2)cc1
    -2, -5, x, 17, -17, -3, -3.1, 6, 22, 2

Later entries.
SMILES	Rtt109 Vps75	dFosB activator	NSD2 HMT inh	SR-BI DiI inh	SR-BI uptake up	PvdQ acylase	CAL PDZ FP-1	PfHsp90 yeast 2	MITF act	CAL PDZ FP-2
N#Cc1c(-c2ccccc2)nc(-c2ccncc2)[nH]c1=O	-2	-4	3	-29	29	-12	-3.7	-26	5	-8
Nc1nccnc1C(=O)OCC(=O)NNC(=O)c1ccccc1	-43	-5	3	-57	57	-14	-1.6	-31	-16	-12
O=C(Nc1ccc(OC(F)(F)F)cc1)C1CCCN(S(=O)(=O)c2cccnc2)C1 (stereo unspecified)	11	3	x	-2	2	-12	x	-11	-20	-4
Cc1sc2nc(CN3CCOCC3)nc(N3CCN(S(=O)(=O)c4ccccc4)CC3)c2c1C	-2	-9	5	-13	13	-14	-0.5	x	1	-2
CN1CCN(c2oc(-c3ccc([N+](=O)[O-])cc3)nc2C#N)CC1	6	0	0	1	-1	4	0.1	4	x	-7
Cc1sc2ncnc(NCC(O)c3ccc([N+](=O)[O-])cc3)c2c1C (stereo unspecified)	-2	-9	6	37	-37	-2	-1.8	15	-22	0
COC(=O)C1=C(C)NC(=O)NC1c1ccc(N2CCC(c3ccccc3)=N2)cc1 (stereo unspecified)	-8	4	8	78*	-78	-18	-0.8	19	6	-4
COc1ccc(NS(=O)(=O)c2cccc(C(=O)OCC(=O)c3c(N)n(C)c(=O)n(C)c3=O)c2)cc1	-9	-8	-1	12	-12	-6	0.2	12	8	-3
O=C(CNc1ccc(F)cc1Cl)Nc1cccc(S(=O)(=O)N2CCCCC2)c1	4	-1	-4	15	-15	-14	0.1	-17	-2	x
O=C(CSc1nnc(NC(=O)C2CCC2)s1)Nc1ccccc1Br	-2	-1	-6	x	x	-13	-1.7	-18	7	7
COc1ccc(-n2c(O)c(/C=N/NS(=O)(=O)c3ccc(C)cc3)c3ccccc3c2=O)cc1OC	3	1	5	2	-2	-4	-2.8	-6	-8	-3
NC(=O)c1ccccc1NC(=O)CSC1=NCCS1	-20	1	1	-20	20	-9	-1.4	-2	7	-3
CC(C)CCNC(=O)c1nn(Cc2ccccc2)c(=O)c2ccccc12	-6	-6	-5	x	x	-8	-2.2	-27	-6	-5
CN(C)CCNc1nc2c(c(=O)[nH]c(=O)n2C)n1CCCc1ccccc1	-1	-1	x	-8	8	-6	1.0	-6	1	x
O=C(Cc1cccc(C(F)(F)F)c1)NCC(c1ccco1)N1CCCCC1 (stereo unspecified)	-4	-1	0	-19	19	-14	-5.4	-12	-5	-8
CC1(C)Cc2c(c(N3CCCC3)nc3sc(C(=O)Nc4ccccc4)c(N)c23)CO1	-2	-9	-3	76*	-76	-14	-0.8	-22	51	-1
Cc1cc(=O)oc2cc(O)cc(OCc3ccccc3)c12	0	-26	-3	40	-40	-38	-3.2	8	3	-8
Cc1cc(=O)n2[nH]c(CCC(=O)O)nc2n1	33	2	-1	x	x	0	-2.8	6	-1	0
COc1ccc(C(=O)Nc2ccc(C(=O)N3CCOCC3)cc2)cc1OC	-5	1	-3	x	x	-13	-2.2	-14	8	13
O=C(/C=C/c1ccc([N+](=O)[O-])cc1)Nc1cccc(C(=O)Nc2ccccc2C(=O)O)c1	-1	-3	12	-1	1	6	-2.1	-6	x	-7
Cc1ccsc1CN(C)C(=O)CCc1nnc(COc2ccccc2)o1	x	-4	-1	-10	10	-5	-0.7	4	37	1
CCOC(=O)C1CCCN(C2CC(=O)N(c3ccc(C)cc3)C2=O)C1 (stereo unspecified)	1	1	x	-2	2	2	-2.4	18	4	-5
CC(C)(C)C(=O)Nc1c2c(nn1-c1ccc(F)cc1)CSC2	8	-7	-3	-20	20	3	0.1	-2	-6	-6
COc1ccc([N+](=O)[O-])cc1N(CC(=O)N1CCCC1)S(C)(=O)=O	12	-3	2	-18	18	0	-0.3	6	-8	5
CCOc1cc(/C=C2\C(=N)N3N=C(C)SC3=NC2=O)ccc1OCCOc1cccc(OC)c1	-3	-8	0	43	-43	-12	x	-2	0	10
COc1ccc(-n2c(O)c(/C=C3\C=Nc4ccccc43)c(=O)[nH]c2=O)cc1	1	-4	46	-14	14	-9	-0.6	-37	x	-2
COCCn1c(SCC(=O)N2CCCCCC2)nnc1-c1ccco1	-6	5	0	3	-3	-8	-2.8	19	5	0
COc1cccc(OC)c1C(=O)N1CCN(S(=O)(=O)c2ccc(C)cc2)CC1	14	5	-2	-10	10	-7	-1.0	x	-9	-4
Cc1cc(NC(=O)CN2CCN(c3ccccc3O)CC2)no1	4	2	2	-15	15	18	-1.5	-8	5	-3
Cc1cccc(OCC(=O)NNc2c3ccccc3nc3ccccc23)c1	9	-16	1	1	-1	-8	-1.1	14	-8	x
CC1(C)Cc2c(cnn2-c2cccc(F)c2)C(NC(=O)c2csnn2)C1 (stereo unspecified)	21	-9	-1	21	-21	-5	-2.2	-9	4	-4
CCc1nnc(NC(=O)C2=NN(C3CCS(=O)(=O)C3)C(=O)CC2)s1 (stereo unspecified)	-10	2	-1	-14	14	4	-2.9	0	-12	0
CCC12OC(=N)C(C#N)(C1C)C(C#N)(C#N)C(c1ccccc1)O2 (stereo unspecified)	-120	-3	-20	-14	14	-6	-1.9	6	-8	-3
COc1cc(C(=O)NCc2nnc(SCC(=O)Nc3c(C)cc(C)cc3C)o2)cc(OC)c1OC	0	-10	-4	13	-13	-10	-0.7	7	-10	60*
COCCN1Cc2cccc(C(=O)NCC3CCN(CC(C)C)C3)c2C1=O (stereo unspecified)	11	-9	1	0	0	-10	-1.5	9	-9	-4
CCN(CC)C(=O)C1CCN(Cc2ccc(OCc3ccccc3)c(OC)c2)CC1	3	-1	-2	6	-6	-1	-0.9	-19	x	1
CCn1cnc2c1c(=O)n(CC(=O)NCc1ccccc1)c(=O)n2Cc1ccccc1	-16	-3	-3	14	-14	6	-9.6	-6	1	1
COC(=O)C1=C(C)N(C)C(=O)NC1c1cccc2ccccc12 (stereo unspecified)	-1	-3	-1	-10	10	-2	0.4	-14	1	x
Cc1cc(C)c(NC(=O)Cn2c(=O)n(-c3ccc(CC(=O)NCC4CCCO4)cc3)c(=O)c3ccccc32)c(C)c1 (stereo unspecified)	26	-7	-5	x	x	3	-1.1	-15	-3	x
O=C1Cn2c(nc3ccccc32)N1c1cccc(C(F)(F)F)c1	0	-4	-2	0	0	-17	x	-22	3	-7
O=S(=O)(NCC1COc2ccccc2O1)c1ccc2ccccc2c1 (stereo unspecified)	2	-7	0	-35	35	7	-0.5	-25	-4	-2
NS(=O)(=O)c1ccc(NC(=O)CSc2ncccn2)cc1	-4	-4	1	x	x	0	-2.1	-7	3	-1
COc1ccc(NC(=O)CC2C(=O)N(c3cccc(OC)c3)C(=O)N2C(C)C)cc1 (stereo unspecified)	-1	5	x	-9	9	5	0.8	10	13	1
O=C(CCCOc1ccc(Cl)cc1Cl)Nc1ccccc1C(=O)O	-1	-6	-8	x	x	-4	-0.8	-32	50	5
O=C(NCCCn1ccnc1)c1cc(Br)c(Br)s1	3	-13	0	x	x	-10	-2.2	5	-1	-3

From PubChem
